# Bioassay records deposited in PubChem by The Scripps Research Institute Molecular Screening Center.
# MITF inh: blocks human microphthalmia-associated transcription factor | AlphaScreen MITF homodimerization, bead proximity signal | inhibition, % at 2.6 µM | O75030 | actives 0.91% (n = 650,000); in the data active = inhibition above about 50%;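 note: 0% = vehicle wells with protein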
# Target sequence (O75030 whole entry, looked up): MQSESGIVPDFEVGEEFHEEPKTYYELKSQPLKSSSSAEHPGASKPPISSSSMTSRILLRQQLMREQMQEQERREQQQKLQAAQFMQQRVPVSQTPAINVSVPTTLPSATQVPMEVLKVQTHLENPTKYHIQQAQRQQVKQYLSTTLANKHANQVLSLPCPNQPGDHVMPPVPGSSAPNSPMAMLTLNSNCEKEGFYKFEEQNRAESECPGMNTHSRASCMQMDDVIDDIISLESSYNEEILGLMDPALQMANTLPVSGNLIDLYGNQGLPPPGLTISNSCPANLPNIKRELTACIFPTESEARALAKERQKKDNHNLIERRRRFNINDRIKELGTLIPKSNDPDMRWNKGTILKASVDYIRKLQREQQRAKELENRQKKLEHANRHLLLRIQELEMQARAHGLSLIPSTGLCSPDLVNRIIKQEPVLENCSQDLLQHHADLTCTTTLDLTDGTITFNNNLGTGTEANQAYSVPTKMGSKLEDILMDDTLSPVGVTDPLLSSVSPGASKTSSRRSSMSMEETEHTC
# FBW7 act: human FBW7 E3 ligase activation, primary screen | normalized activity (activation), % at 26.1 µM | AlphaScreen FBW7–phospho-cyclin E peptide binding, activator screen | AID 1259310 | actives 0.13% (n = 650,000); in the data active = normalized activity above about 1.9%;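 note: purified mutant Fbw7 with reduced substrate affinity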
# GPR151 activ: human GPR151 activation; activation, % at 11.2 µM; actives 1% (n = 650,000); PathHunter beta-arrestin GPR151 cells, luminescence; AID 1508602; in the data active = activation above about 4.9%;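 note: 0% = median of compound wells and 100% = cells with positive control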
# Target sequence (Q8TDV0 whole entry, looked up): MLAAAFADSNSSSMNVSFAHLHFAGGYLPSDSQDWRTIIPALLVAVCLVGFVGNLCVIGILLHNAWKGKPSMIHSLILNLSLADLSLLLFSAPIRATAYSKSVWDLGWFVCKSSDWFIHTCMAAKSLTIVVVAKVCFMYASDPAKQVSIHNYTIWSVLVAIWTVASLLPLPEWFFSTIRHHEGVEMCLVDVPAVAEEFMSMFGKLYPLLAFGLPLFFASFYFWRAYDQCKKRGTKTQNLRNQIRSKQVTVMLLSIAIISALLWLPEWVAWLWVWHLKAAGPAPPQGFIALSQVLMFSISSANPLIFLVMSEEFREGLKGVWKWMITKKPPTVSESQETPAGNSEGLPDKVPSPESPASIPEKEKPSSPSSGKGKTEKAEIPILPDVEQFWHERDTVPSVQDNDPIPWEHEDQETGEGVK
# TEAD-YAP block: TEAD-YAP interaction inhibition; AID 1259422; HEK-TIYL cells, TEAD-Gal4/YAP UAS-luciferase luminescence; actives 1.4% (n = 640,000); inhibition, % at 9.12 µM; in the data active = inhibition above about 32%;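 note: 0% = median of test compound wells and 100% = reference inhibitor wells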
# Active calls of the source: *.
Molecule	MITF inh	FBW7 act	GPR151 activ	TEAD-YAP block
O=C(CS(=O)(=O)c1ccccc1[N+](=O)[O-])Nc1cccc(C(F)(F)F)c1	15	-0.1	-0.2	-20
COc1ccc(C2C(C(=O)Nc3ccccn3)=C(C)NC3=C2C(=O)CC(C)(C)C3)c(OC)c1 (stereo unspecified)	-1	-0.2	0.3	0
O=C(NC1CCCC1)c1cc(S(=O)(=O)N2CCOCC2)c(Cl)cc1Cl	-18	-0.3	0.9	-6
COCc1cc(CN2CCN3C(=O)[C@@H](C)NC(=O)[C@H]3C2)ccc1OC	22	0.7	-0.7	2
COc1ccccc1NC(=O)CSc1nc2ccccc2c(=O)n1CC1CCCO1 (stereo unspecified)	14	0.6	1.0	-3
Cc1ccc(NCC(O)Cn2c3ccccc3c3ccccc32)cc1Cl (stereo unspecified)	6	0.0	-0.9	-3
Cc1ccc(S(=O)(=O)N(C)c2c(C)ccc(S(=O)(=O)NC(C)(C)C)c2C)cc1	9	0.3	-1.0	3
COc1cc(CN2CCN(C(=O)CC(C)C)CC2)c([N+](=O)[O-])cc1OC	60*	0.3	-1.2	-7
COc1cccc(OC)c1C(=O)OCc1nc2ccccc2s1	1	0.1	-0.8	-2
Cc1ccc(CNc2nc3ccccn3c(=O)c2/C=C2\SC(=S)N(C)C2=O)cc1	7	-0.1	1.3	5
c1ccc(-c2nc3ccccc3nc2-c2ccccn2)nc1	1	-0.2	0.1	-18
Cc1c(C(=O)N2CCN(Cc3ccc4c(c3)OCO4)CC2)sc2ncnc(N(C)c3ccccc3)c12	-9	-0.2	1.7	-4
COc1ccc(/C=C/c2nc3ccccc3[nH]c2=O)cc1OC	-11	-0.1	-0.9	-18
CC(=C1C(=O)c2ccccc2C1=O)N1CCN(CCO)CC1	6	0.0	-0.3	2
O=C(Nc1ccc(Cl)c(Cl)c1)c1ccc(F)c(S(=O)(=O)N2CCN(c3cccc(Cl)c3)CC2)c1	4	-0.1	0.5	7
O=C(Nc1ccc(Cl)cc1)c1ccccc1	6	0.1	0.6	-2
O=C(c1ccccc1Cl)N1N=C(c2c(-c3ccccc3)c3cc(Br)ccc3[nH]c2=O)CC1c1ccc(Br)cc1 (stereo unspecified)	3	0.1	-0.5	-2
CCC(CO)Nc1ncnc2sc(C)c(C)c12 (stereo unspecified)	3	-0.1	0.9	8
Cc1ccc(-c2csc(NC(=O)c3ccc(S(=O)(=O)N4CCOCC4)cc3)n2)cc1C	-7	0.0	1.6	25
O=C1c2ccccc2C(=O)N1Cc1nc2ccccc2c(=O)n1Cc1ccco1	-8	0.2	0.3	-4
Cc1cc(C(=O)COC(=O)c2ccc([N+](=O)[O-])o2)c(C)n1Cc1ccc2c(c1)OCO2	36	-0.2	-0.3	14
C[C@@H](O)[C@@H]1NC(=O)[C@@H]2C[C@H](NC(=O)Nc3cccc(C(F)(F)F)c3)CN2C1=O	1	0.1	0.6	-7
Cc1ccc(/C=C2/SC(=S)N(CN3CCOCC3)C2=O)o1	78*	-0.5	-1.1	1
COc1ccc(C2=N/C(=C/c3ccc(C)cc3)C(=O)O2)cc1OC	-2	0.0	0.8	-9
FC(F)(F)c1cc(-c2cccs2)nc(NCc2ccco2)n1	16	0.5	-1.3	13
Nc1cccc(-c2cccc(C(=O)NCCO)c2)c1	21	0.1	-0.6	-14
COC(=O)c1c(NC(=O)/C(C#N)=C/c2ccccc2)sc2c1CCCC2	8	0.0	2.5	9
CC(=O)c1ccc(N2CCN(C(=O)Cn3ncc4c3-c3cc(C)ccc3OC4)CC2)cc1	6	-0.1	0.2	-4
CC(C)(C)c1ccc(C(=O)NC2(C(F)(F)F)N=C3SCCN3C2=O)cc1 (stereo unspecified)	-3	-0.1	-0.2	-1
COc1ccc(-c2nc3ccccc3c(=O)n2CC(=O)Nc2ccc(N(C)C)cc2)cc1OC	14	0.1	-1.8	-9
COc1ccccc1/C=C/C=C1\N=C(c2ccc(Cl)c(Cl)c2)OC1=O	14	0.1	-0.2	8
O=C(NC1CC1)c1ccc2c(c1)N(Cc1ccc(F)cc1)C(=O)CS2	-1	-0.5	0.1	19
Cc1ccc(OCc2nnc(NC(=O)c3ccccc3F)s2)cc1	11	0.0	1.1	4
N#CCCCn1ncc2cccn2c1=O	-6	0.0	-0.2	-7
COc1ccc(CCNC(=O)C(Cl)(Cl)Cl)cc1	17	0.1	0.6	-2
C=CCn1c(N2CCN(c3ccc(OC)cc3)CC2)nc2c1c(=O)n(C)c(=O)n2C	3	-0.1	0.7	13
N#CCCN1CCN(S(=O)(=O)c2ccc(S(=O)(=O)NCc3ccccc3)cc2)CC1	-10	0.0	0.3	-3
CS(=O)(=O)n1nc(-c2ccco2)nc1SCc1ccccc1	10	0.0	0.8	-7
CCCCC(=O)Nc1nnc(-c2ccc3c(c2)OCCO3)o1	4	0.0	1.4	-7
N#Cc1cc2ccccc2nc1SCC(=O)Nc1ccccc1	9	0.0	0.5	-9

# Carrying on.
compound,MITF inh,FBW7 act,GPR151 activ,TEAD-YAP block
COc1ccc(N2CCN(C(=O)CSc3nc4ccccc4c(=O)[nH]3)CC2)cc1,43,-0.1,0.7,24
COc1cccc(/C=N\Nc2nnc3c(n2)[nH]c2c(C)cccc23)c1,9,0.2,-1.1,2
CCOc1ccc(-n2cc(-c3ccccc3)c3c(SC(C)CC)ncnc32)cc1 (stereo unspecified),1,-0.2,-1.3,0
CCOC(=O)c1cnc2c(ccc3ccccc32)c1Nc1ccc(NC(C)=O)cc1,-7,-0.1,1.9,-5
CCN(CCCNC(=O)CN1C(=O)COc2ccccc21)c1ccccc1,9,0.0,1.0,3
O=C(CN1CCN(S(=O)(=O)c2ccc(F)cc2)CC1)c1ccc(F)cc1,-4,-0.1,1.2,4
COc1ccc(Cl)cc1NC(=O)C1CC(=O)N(C2CCCCC2)C1 (stereo unspecified),10,-0.4,-1.2,4
COc1ccc2c(c1)c1c3n2CC(O)CN=C3CCC1 (stereo unspecified),-3,-0.1,-0.5,-8
O=C(OCCN1C(=O)c2cccc3c(N4CCOCC4)ccc(c23)C1=O)c1ccccc1,17,0.8,0.1,-3
COC(=O)c1c(C)[nH]c(C(=O)CSc2nc(C)nc3sc4c(c23)CCC4)c1C,2,-0.1,1.2,-5

# Whole records, looked up by structure. Order of screens: MITF inh | FBW7 act | GPR151 activ | TEAD-YAP block
# CCOC(=O)c1cnc2c(ccc3ccccc32)c1Nc1ccc(NC(C)=O)cc1 is entered as -7 | -0.1 | 1.9 | -5
# CCOc1ccc(-n2cc(-c3ccccc3)c3c(SC(C)CC)ncnc32)cc1 (stereo unspecified) is entered as 1 | -0.2 | -1.3 | 0

# Other structures follow.
compound,MITF inh,FBW7 act,GPR151 activ,TEAD-YAP block
COC(=O)c1sc2ncn(Cc3ccc(C)cc3)c(=O)c2c1C,12,0.0,-0.6,7
CC1(C)N=C(N)NC(Nc2ccccc2)=N1,11,0.1,3.7,7
COC(=O)C1=C(C(=O)OC)SC2(S1)C(C(=O)OC)=C(C(=O)OC)SC1=C2c2ccccc2N(C(=O)Cc2ccccc2)C1(C)C,5,0.1,-0.3,4
CCOC(=O)CNc1cc(CC)nc2c3c(C)cc(C)nc3nn12,-5,-0.1,0.9,-4
S=c1nc(C2COc3ccccc3O2)[nH][nH]1 (stereo unspecified),4,-0.1,0.1,1
Cc1cc(C)n2nc(SCc3cc(=O)n4c(C)cccc4n3)nc2n1,8,-0.1,0.9,-5
O=[N+]([O-])c1ccc2cnn(-c3ccc(S(=O)(=O)N4CCCC4)cc3[N+](=O)[O-])c2c1,-16,0.4,0.4,6
CC(C)Oc1cccc(C(=O)Nc2cc(Cl)cc(Cl)c2)c1,-2,-0.2,0.9,-26
O=C(NCc1ccccc1)N1CCN(c2ccc(F)cc2)CC1,7,-0.1,0.1,10
O=C(c1cc2ncc(Br)cn2n1)N1CCOCC1,-4,-0.1,-0.9,-5
O=S(=O)(c1ccccc1)c1nc(NCc2ccccc2)sc1Cl,-4,-0.1,-0.3,-5
COc1ccccc1CCNC1CCN(Cc2ccccc2)CC1,-14,-0.2,-0.2,8
COc1ccc(OCc2cc(C(=O)N(C)Cc3ccc4nonc4c3)no2)c(Cl)c1,6,0.0,0.7,-46
CCc1nnc2n1N(C(C)=O)C(c1ccc(Cl)c(Cl)c1)=C(C(C)=O)S2,11,-0.2,7.1*,17
O=C(Nc1ccc(N2CCOCC2)cc1)c1cccc(Nc2ccc(-n3ccnc3)cc2)c1,23,-0.3,-1.4,-6
Cc1ccc(N(CC(=O)N2CCCCC2)S(C)(=O)=O)c(C)c1,5,0.2,0.6,-2
COC(=O)CNC(=O)CNC(=O)c1nn(-c2ccc(OC)c(OC)c2)c(=O)c2ccccc12,3,-0.1,-0.4,-2
Cc1ccc(-c2nc(CSCC(=O)Nc3cc(C)on3)c(C)o2)cc1,4,0.3,-2.0,14
COc1cccc(Nc2c(-c3ccc(Cl)cc3)c(=O)c2=O)c1,-6,-0.1,0.0,-7
O=c1oc2cc(OCCc3ccccc3)ccc2c2c1CCC2,1,-0.1,0.0,8
O=C(CNC(=O)c1ccc(Br)cc1)c1ccccc1,4,0.1,-1.1,-40
CCOC(=O)CSc1nc2c(sc(=S)n2-c2ccccc2OCC)c2nc3ccccc3n12,8,0.0,0.3,-1
O=C(c1cccc([N+](=O)[O-])c1)N1N=C(c2ccccc2)CC1(O)C(F)(F)F (stereo unspecified),21,0.0,-1.7,5
O=C(CSc1nc2cc(C(=O)NCC3CCCO3)ccc2c(=O)n1Cc1ccco1)c1ccccc1 (stereo unspecified),2,0.1,-0.9,-6
COc1ccc(CN2CCOCC2)cc1O,12,0.0,0.8,14
Cc1cccc(C(=O)NNC(=S)Nc2ccccc2)c1[N+](=O)[O-],-8,0.0,-0.8,-9
Cc1cccc(NC(=O)COc2ccc(I)cc2)n1,0,-0.1,0.7,-18
CCCOC(=O)C1=C(C)NC2=C(C(=O)CCC2)C1c1ccncc1 (stereo unspecified),14,0.1,-0.3,-2
Cc1cccc(-n2ncc3c(Nc4c(C)n(C)n(-c5ccccc5)c4=O)ncnc32)c1,2,0.0,1.3,2
CCOC(=O)C(C)CC(C)C(=O)N1CCOCCOCCOCC1 (stereo unspecified),6,-0.1,1.0,2
Fc1cccc(-c2nc3cnccn3c2NC2CCCC2)c1,7,0.1,0.9,11
Cc1ccccc1Cn1c(=O)n(Cc2cccs2)c(=O)c2cccnc21,0,-0.1,-1.4,-2
COc1cc(/C=C2/NC(=O)NC2=O)ccc1OCc1cccc(F)c1,19,0.8,-1.4,-20
CC(C)(C)C(=O)COC(=O)/C=C/c1ccc([N+](=O)[O-])cc1,10,-0.1,0.6,14
CC1(C)CC(NC(=O)COc2ccc(Br)cc2Cl)CC(C)(C)N1,0,0.0,1.1,-4
COc1ccc(-c2cccc3cnc(NC4CCN(C(=O)N5CCCC5)C4)nc23)cc1F (stereo unspecified),-2,0.5,-0.6,17
Cn1c(Nc2nc(NCCOc3ccccc3)c3ncn(-c4ccccc4)c3n2)nc2ccccc21,9,0.0,1.8,13
CCS(=O)(=O)Nc1c(NC)c2ccccc2oc1=O,6,0.0,0.4,6
O=C(NNC(=S)Nc1ccccc1)C1CC2CCC1C2 (stereo unspecified),-2,0.0,0.0,-27
COc1ccc(C2=NN(CC(=O)NCCCN3CCCCC3C)C(=O)CC2)cc1 (stereo unspecified),3,-0.2,0.6,-4
COc1ccc(N2CCN(C(=O)CSc3nc4[nH]ncc4c(=O)n3-c3ccccc3OC)CC2)cc1,-8,-0.2,-1.4,22
Clc1ccc2c(c1)C(c1cccs1)=NNC(c1cccnc1)=N2,3,-0.1,1.1,-2
CC(C(=O)O)N1C(=O)CSc2ncccc21 (stereo unspecified),-2,0.0,0.0,11
Cc1cccc(/N=C/c2nc(-c3ccccc3)oc2O)n1,-2,0.9,-3.2,-54
CCOc1ccc(-c2nc(-c3cccnc3)no2)cc1OCC,40,-0.1,-1.4,-5
O=C1NC(c2ccccc2)=NC1(Nc1ccc(Cl)cn1)C(F)(F)F (stereo unspecified),-1,0.1,-0.1,8
CN1CCN(C(=O)CSc2nc(-c3cccs3)cc(C(F)(F)F)c2C#N)CC1,2,0.1,0.7,17
COc1cc(NC(=O)C2CC(=O)NC3=C2C(=O)CC(C)(C)C3)c(OC)cc1Cl (stereo unspecified),-12,0.4,-0.8,-2

# Five compounds drawn at random from those above:
compound,MITF inh,FBW7 act,GPR151 activ,TEAD-YAP block
COc1ccc(C2C(C(=O)Nc3ccccn3)=C(C)NC3=C2C(=O)CC(C)(C)C3)c(OC)c1 (stereo unspecified),-1,-0.2,0.3,0
Cc1c(C(=O)N2CCN(Cc3ccc4c(c3)OCO4)CC2)sc2ncnc(N(C)c3ccccc3)c12,-9,-0.2,1.7,-4
CC(=O)c1ccc(N2CCN(C(=O)Cn3ncc4c3-c3cc(C)ccc3OC4)CC2)cc1,6,-0.1,0.2,-4
CC(C)(C)C(=O)COC(=O)/C=C/c1ccc([N+](=O)[O-])cc1,10,-0.1,0.6,14
CN1CCN(C(=O)CSc2nc(-c3cccs3)cc(C(F)(F)F)c2C#N)CC1,2,0.1,0.7,17
